High-throughput results: PubChem, several laboratories
PfHsp40 yeast: restores yeast growth despite PfHsp40 toxicity | S. cerevisiae expressing PfHsp40, growth rescue, ATP luminescence | growth rescue, % at 12.5 µM | hit rate 0.68% among 340,000; in the data active = growth rescue above about 28%, passing the limit was not always enough; inconclusive = no clear call, values can overlap the other calls;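 note: yeast W303a lacking pdr1 and pdr3 grown in galactose medium; growth measured after three days at 30 °C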
BoNT F protease: blocks Botulinum neurotoxin F light chain protease. Multiplex microsphere protease cleavage assay, flow cytometry. inhibition, % at 10 µM. hit rate 0.22% among 360,000; in the data active = inhibition above about 35%, passing the limit was not always enough; inconclusive = no clear call, values can overlap the other calls; note: plate controls were buffer without enzyme for full effect and enzyme alone for no effect
PrPC TRFRET: reduces human prion protein on the cell surface. P04156. cell surface PrPC, TR-FRET read-out. inhibition, % at 13.8 µM. hit rate 0.43% among 370,000; in the data active = inhibition above about 24%; note: 0% = median of the test wells and 100% = reference compound wells
Y pestis TopoI: Y. pestis Topo-I inhibition via cleavage products. Y. pestis Topo-I cleavage product accumulation, plate reader. activity, % at 10 µM. hit rate 0.064% among 360,000. AID 504884; in the data active = activity above about 50%, passing the limit was not always enough; inconclusive = no clear call, values can overlap the other calls; note: inactives centre near 2
FadD28 FP inh: blocks FadD28 binding to the bisubstrate probe. fluorescence polarization. inhibition, % at 12.5 µM. hit rate 0.22% among 360,000. AID 588549; in the data active = inhibition above about 8.5%, passing the limit was not always enough; inconclusive = no clear call, values can overlap the other calls
CCHF vOTU inh: blocks the CCHF virus ovarian tumor domain protease. CCHFV vOTU protease, Pep-AMC fluorescence. inhibition, % at 11.5 µM. hit rate 0.55% among 370,000; in the data active = inhibition above about 30%; note: 0% = vehicle wells with enzyme and 100% = no enzyme wells
Anthrax LF prot: anthrax lethal factor protease inhibition. AID 588501. inhibition, % at 10 µM. hit rate 0.12% among 360,000. multiplex microsphere protease cleavage assay, LF. P15917; note: plate controls were buffer without enzyme for full effect and enzyme alone for no effect
TcdB GH inh: blocks C. difficile toxin B glycohydrolase activity; TcdB glycohydrolase enzymatic assay, plate reader; inhibition, % at 9.99 µM; AID 652162; P18177; hit rate 0.24% among 350,000; in the data active = inhibition above about 10%
Target sequence (P18177 whole entry, looked up): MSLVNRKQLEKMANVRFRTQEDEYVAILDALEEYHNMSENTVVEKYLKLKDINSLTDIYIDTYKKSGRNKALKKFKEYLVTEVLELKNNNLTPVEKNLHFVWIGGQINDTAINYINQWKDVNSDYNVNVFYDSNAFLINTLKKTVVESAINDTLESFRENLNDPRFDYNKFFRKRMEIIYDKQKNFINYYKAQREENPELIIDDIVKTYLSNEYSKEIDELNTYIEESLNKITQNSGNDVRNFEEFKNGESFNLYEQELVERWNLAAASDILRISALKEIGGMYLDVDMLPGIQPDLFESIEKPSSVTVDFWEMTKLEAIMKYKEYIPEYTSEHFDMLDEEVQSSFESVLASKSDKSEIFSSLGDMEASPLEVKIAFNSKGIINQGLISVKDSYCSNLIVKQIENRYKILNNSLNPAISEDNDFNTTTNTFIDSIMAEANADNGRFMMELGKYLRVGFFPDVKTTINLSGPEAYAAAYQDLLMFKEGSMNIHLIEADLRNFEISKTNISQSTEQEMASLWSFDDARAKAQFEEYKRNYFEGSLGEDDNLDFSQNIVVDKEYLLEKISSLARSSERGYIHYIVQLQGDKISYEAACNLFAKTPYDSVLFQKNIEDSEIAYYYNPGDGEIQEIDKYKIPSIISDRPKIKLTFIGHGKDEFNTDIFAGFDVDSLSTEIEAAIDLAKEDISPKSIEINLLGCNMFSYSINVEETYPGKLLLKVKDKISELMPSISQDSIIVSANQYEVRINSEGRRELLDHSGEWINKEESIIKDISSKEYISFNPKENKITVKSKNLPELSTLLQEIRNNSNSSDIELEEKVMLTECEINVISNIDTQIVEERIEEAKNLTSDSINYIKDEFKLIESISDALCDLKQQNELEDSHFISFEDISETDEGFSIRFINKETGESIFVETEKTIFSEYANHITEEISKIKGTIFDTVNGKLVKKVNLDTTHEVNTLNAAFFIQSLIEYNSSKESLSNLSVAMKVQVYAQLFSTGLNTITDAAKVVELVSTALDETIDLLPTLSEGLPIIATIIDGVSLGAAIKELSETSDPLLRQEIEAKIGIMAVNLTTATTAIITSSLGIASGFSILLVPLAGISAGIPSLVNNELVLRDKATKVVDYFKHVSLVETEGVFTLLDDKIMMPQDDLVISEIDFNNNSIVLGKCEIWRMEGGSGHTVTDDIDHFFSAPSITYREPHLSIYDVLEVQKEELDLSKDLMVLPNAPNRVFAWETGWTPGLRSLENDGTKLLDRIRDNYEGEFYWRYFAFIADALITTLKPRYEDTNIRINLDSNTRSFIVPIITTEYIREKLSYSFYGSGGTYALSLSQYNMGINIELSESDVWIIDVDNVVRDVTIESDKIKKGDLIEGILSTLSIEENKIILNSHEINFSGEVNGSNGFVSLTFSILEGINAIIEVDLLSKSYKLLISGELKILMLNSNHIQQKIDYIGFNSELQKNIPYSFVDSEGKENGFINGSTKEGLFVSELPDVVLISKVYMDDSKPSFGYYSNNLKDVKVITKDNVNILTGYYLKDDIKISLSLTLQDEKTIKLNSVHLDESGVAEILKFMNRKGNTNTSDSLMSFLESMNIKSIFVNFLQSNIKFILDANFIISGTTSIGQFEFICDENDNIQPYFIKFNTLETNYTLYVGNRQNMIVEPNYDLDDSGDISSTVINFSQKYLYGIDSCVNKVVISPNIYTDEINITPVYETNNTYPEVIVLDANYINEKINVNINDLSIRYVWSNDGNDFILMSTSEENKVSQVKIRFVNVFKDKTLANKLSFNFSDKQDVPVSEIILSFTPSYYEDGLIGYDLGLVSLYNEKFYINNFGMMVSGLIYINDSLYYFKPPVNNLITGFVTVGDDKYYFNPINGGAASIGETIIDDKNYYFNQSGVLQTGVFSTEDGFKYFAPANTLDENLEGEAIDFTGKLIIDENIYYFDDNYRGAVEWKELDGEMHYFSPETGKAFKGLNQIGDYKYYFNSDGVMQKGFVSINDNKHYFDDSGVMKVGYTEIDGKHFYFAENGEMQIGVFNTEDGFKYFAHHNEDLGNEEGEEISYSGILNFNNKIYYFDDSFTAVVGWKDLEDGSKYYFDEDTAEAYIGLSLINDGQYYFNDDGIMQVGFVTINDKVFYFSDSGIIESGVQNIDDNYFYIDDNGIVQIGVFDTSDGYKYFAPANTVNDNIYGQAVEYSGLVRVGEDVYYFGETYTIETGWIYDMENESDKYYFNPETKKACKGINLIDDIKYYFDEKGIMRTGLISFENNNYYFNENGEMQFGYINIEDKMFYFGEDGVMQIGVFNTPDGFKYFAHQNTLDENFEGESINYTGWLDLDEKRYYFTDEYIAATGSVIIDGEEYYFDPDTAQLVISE
BoNT A protease: inhibitors of Botulinum neurotoxin A light chain protease; hit rate 0.17% among 360,000; multiplex microsphere protease substrate cleavage, flow cytometry; inhibition, % at 10 µM; note: plate controls were buffer without enzyme for full effect and enzyme alone for no effect
* marks the source's active call; other numbers are inactive results; ? = inconclusive; . = no result given. Cut-off read from the data, not from the text of the source, unless noted: active = inhibition above about 30%; inconclusive = no clear call, values can overlap the other calls; inactive = below that. The order is random (roughly 2.3% active in at least one column).

Compound	FadD28 FP inh	PfHsp40 yeast	Anthrax LF prot	PrPC TRFRET	CCHF vOTU inh	BoNT A protease	Y pestis TopoI	BoNT F protease	TcdB GH inh
Cc1ccc(-c2csc(NC(=O)CSc3nc4ccccc4c(=O)n3CCCN(C)C)n2)cc1	-14	1.8	-8	-2	-3	-1.3	2	-3	3.6
Cc1cccc(CCNC(=O)c2cc(S(=O)(=O)N3CCCC3)cn2C)c1	-3.9	-0.9	-14	9	-2	-0.5	2	-6	1.5
O=C(Nc1ccc2c(c1)OCCO2)c1ccc(Br)o1	-2.4	-0.3	0	0	-7	0.5	-11	-4	.
CCOc1ccccc1CNC(=O)Cn1ccc2cc(S(=O)(=O)N3CCCCCC3)ccc21	-0.7	-0.7	-1	13	5	-3.0	5	-5	0.8
O=C1c2ccccc2-c2c1cccc2C(=O)N1CCCCCC1	1.3	0.0	-1	3	-22	1.4	2	-2	0.6
CC1=Nc2cc(C(=O)NCCCN3CCOCC3)ccc2Sc2c(C)ccc(C)c21	-2.8	-1.8	2	-4	1	0.6	12	3	1.3
COc1ccc(CCN=C(N)NS(=O)(=O)c2ccc(C)c(C)c2)cc1OC	-1.5	-1.4	1	4	-3	2.2	17	1	0.3
CCCC(=O)Nc1ccc(NC(=S)NC(=O)c2cccs2)cc1	-0.5	1.3	-2	0	7	0.3	-4	-2	1.0
CCN1CCN(C(c2cc3cc4c(cc3[nH]c2=O)OCO4)c2nnnn2C(C)(C)CC)CC1 (stereo not drawn)	-2.0	0.2	-9	-6	-90	4.6	-15	4	.
NC(=O)c1cc(S(=O)(=O)N2CC=C(c3ccccc3)CC2)cs1	-2.3	-0.7	-3	2	10	-1.2	12	-3	-0.3
COc1ccc(C(=O)CSc2nnc(-c3cccnc3)n2Cc2ccco2)cc1	-1.1	0.6	-6	-5	-13	-0.3	10	4	.
Cc1ccc(-n2c(Cn3nc(C(F)(F)F)cc3C)n[nH]c2=S)cc1	0.6	-1.7	-4	.	.	?	7	-6	0.0
COc1ccc(CCNC(=O)CCC(=O)N2CCOc3ccc(Cl)cc32)cc1OC	-0.3	2.8	-10	-7	2	-0.7	15	-15	1.7
CC1(C(=O)NS(=O)(=O)Cc2cccc(Cl)c2)CCN1C(=O)C1CCCCC1 (stereo not drawn)	-0.9	.	1	6	8	-1.1	-4	-8	1.6
COC(=O)[C@]1(Cc2ccccc2)N[C@H](CN(C)C(=O)Nc2ccc(Cl)cc2)[C@@H]2C(=O)N(Cc3ccccc3)C(=O)[C@@H]21	-0.8	-0.3	-7	2	4	-0.8	-2	-11	0.7
Cc1ccc(CC(=O)N(Cc2ccccc2)c2ccccn2)cc1	-2.6	1.0	0	5	1	0.7	-1	0	0.8
CC1(C(=O)Nc2ccc3[nH]ncc3c2)CCN1C(=O)C/C=C/c1ccccc1 (stereo not drawn)	-1.4	.	-6	-3	4	-0.4	6	0	0.9
COc1ccc(C(C)C)cc1-c1ccc2nncn2c1	-4.2	.	-1	-8	-19	-0.2	12	-2	2.2
Cc1ccc(NC(=S)NNC(=O)Nc2ccccc2)cc1	-4.1	1.9	-9	4	0	-0.4	1	7	-6.2
Nc1cc(C(=O)OCC(=O)Nc2ccc(N3CCOCC3)cc2)ccc1Cl	-1.1	0.0	-7	4	10	-1.6	-5	-10	-0.8
O=C(COC(=O)C1C2CC3OC(=O)C1C3C2)Nc1ccc(F)cc1 (stereo not drawn)	-0.2	0.0	7	-10	4	3.0	-9	6	1.6
COc1cc(OC)cc(C(=O)Nn2cc(C(=O)Nc3ccccc3F)c3ccccc3c2=O)c1	-1.7	2.8	-1	1	8	0.3	-1	-14	2.0
C[C@]12CCC(O)CC1CCC1C2CC[C@]2(C)C(c3cc(C(F)(F)F)n[nH]3)CCC12 (stereo partly drawn)	-2.9	-2.3	3	0	9	0.5	5	7	-1.6
CCOC(=O)Cc1nn(CC)c(=O)c2ccccc12	-2.3	-0.7	-2	-3	-14	-0.4	0	-2	1.5
CCCC(=O)Nc1ccc2c(c1)nc1n2CCN(C2CCCCC2)C1	-2.0	-1.0	-20	9	-35	10	2	-49	1.3
CCCNC(=O)C(Cc1cccc(Cl)c1)NC(=O)c1ccc(C#N)cc1 (stereo not drawn)	-1.7	-0.6	4	-2	1	-0.3	8	-6	1.4
COc1cc(/C=N/NC(N)=O)c(Br)cc1OCC(=O)Nc1ccccc1C	-3.0	0.2	-2	3	3	-0.4	13	-13	.
COc1ccc(-c2[nH]n(-c3ccc([N+](=O)[O-])cc3)c(=O)c2C=NCc2ccncc2)cc1	-2.8	0.0	-1	-2	9	1.1	-1	-8	0.8
CCOC(=O)c1nn(-c2ccccc2C)c2nc(-c3ccc(C)cc3)c(C#N)c(=O)n12	-0.4	-1.6	-4	-1	3	0.3	15	5	.
N#Cc1c(Cc2cccc3ccccc23)nn(CCO)c1N	-2.1	-0.6	5	-3	-2	0.2	-4	-2	1.6
Cc1ccc(C2=NN(CC(=O)NCCC(C)C)C(=O)CC2)cc1	-1.9	0.0	-2	-6	-14	-0.4	-1	-13	1.9
Cc1ccc(/C=C/S(=O)(=O)NCC(=O)OCC(=O)NCc2ccccc2)cc1	-3.9	-1.5	0	-4	19	12	19	18	0.4
CCN(CC)CCN(C(=O)c1ccc2ccccc2c1)c1nc2cc3c(cc2s1)OCO3	-1.9	-1.3	-3	-4	17	-0.9	26	-6	-0.2
COc1cc(NC(=O)OCc2ccccc2)c2ncccc2c1	-0.8	-0.8	-9	-4	20	-0.4	9	-10	1.0
CC1CCCN(C(=O)Cn2c3ccccc3c3nc4n(c(=O)c32)CCS4)C1 (stereo not drawn)	-4.1	0.5	3	4	16	0.6	-3	7	-4.2
CCO[C@H]1OC(C(=O)N2CCN(Cc3ccccc3)CC2)=C[C@@H](c2ccc(C(F)(F)F)cc2)[C@@H]1CCCO	-0.4	0.2	-9	2	4	0.5	3	-4	3.2
O=C1CCN(Cc2ccccc2)C=C1c1ccc(C(F)(F)F)cc1	0.5	6.2	2	3	14	-0.4	37	-1	-0.2
CN(C)S(=O)(=O)c1ccc(Oc2ccc(S(=O)(=O)N(C)C)cc2)cc1	-1.2	1.2	0	.	.	-0.4	-3	-4	.
CC(=O)Nc1ccc(C(=O)N/N=C/c2cccnc2)cc1	-2.1	-1.4	0	-2	-9	0.1	-2	3	1.5
COC(=O)c1cc2occc2n1CC(=O)Nc1cc(OC)cc(OC)c1	-1.6	0.5	-12	3	6	-2.9	-7	-18	.
O=C1c2ccccc2-c2onc3ccc(N4CCCC4)c1c23	?	0.3	-50	-97	15	5.2	-2	-61	-0.8
Cc1ccc(S(=O)(=O)N(C)CC(=O)Nc2ccncc2)cc1	-3.3	-0.1	1	4	2	1.6	-13	-5	-0.3
CC(C)CN(C(=O)CSc1nncs1)c1c(N)n(CC(C)C)c(=O)[nH]c1=O	1.4	0.6	2	7	-4	-0.1	-1	-1	.
Cc1cc(C)n(C(=O)CNc2ccc(C)c(C)c2)n1	-1.7	1.6	-1	6	-4	0.1	1	-5	.
CC(C)CC1NC(=O)N(CC(=O)N2CCN(S(=O)(=O)c3ccccc3)CC2)C1=O (stereo not drawn)	-3.4	-0.1	1	-3	-8	0.0	-8	-4	.
COc1cc(/C=C/C(=O)OCC(=O)N2CCCc3ccccc32)ccc1OC(F)F	-5.4	4.6	.	3	5	.	14	.	-3.9
C=CCN(CC=C)S(=O)(=O)c1ccc(C(=O)Nc2nnc(CSC)o2)cc1	-2.5	-0.5	-3	2	-11	-0.5	-5	-4	-0.8
CCN(C(=O)CN1C(=O)NC2(CCc3ccccc32)C1=O)C1CCS(=O)(=O)C1 (stereo not drawn)	.	0.3	4	-7	14	0.2	5	0	0.7
c1ccc(Nc2nc(-c3cccnc3)cs2)nc1	-2.0	-0.1	-2	8	7	-0.8	-5	6	.
Cc1noc(C)c1COc1ccc(C(=O)OCC(=O)NCc2ccccc2Cl)cc1	-5.6	16	-1	-5	-2	0.0	17	-6	-1.1
CCn1c(=S)ccc2ccc(OC)cc21	-2.5	1.0	2	-6	-4	1.6	0	5	.
CSCCC(C(=O)OCC(=O)c1ccc(C)c(C)c1)N1C(=O)c2ccccc2C1=O (stereo not drawn)	-3.3	1.8	-1	9	11	-1.3	38	-10	0.7
Cc1cc(F)ccc1S(=O)(=O)N1CCCOC1CNC(=O)C(=O)NC1CCCCC1 (stereo not drawn)	-4.8	-1.4	-2	4	-8	2.8	11	14	0.4
COCCN1C[C@@H](CO)O[C@@H](n2cnc3c(N(C)C(C)C)ncnc32)C1	-0.6	.	1	4	26	-0.5	-1	-11	-3.9
O=C1CN(c2ccccc2)C(=S)N1c1ccccc1	-0.4	0.2	-19	3	-1	-2.4	2	?	-0.3
COc1ccc(OC)c(C(=O)NC(CC(N)=O)c2ccc(N3CCC(Cc4ccccc4)CC3)c([N+](=O)[O-])c2)c1 (stereo not drawn)	0.5	0.6	-3	-6	10	-0.4	17	-13	-0.3
CN(C)Cc1nc2ccccc2c(=O)n1Cc1nc(-c2cccc([N+](=O)[O-])c2)cs1	-2.4	0.8	-6	-9	1	-0.1	12	-4	0.6
CC(C)(C)Nc1nc(Cl)nc(N(C#N)CN2C(=O)c3ccccc3S2(=O)=O)n1	-3.3	3.3	1	5	24	-0.9	8	5	0.5
CC(=C/c1ccc(C(C)C)cc1)/C=N/NC(=O)Cn1nnnc1N	0.0	-0.5	.	-7	-3	.	-6	.	-1.3
CCOc1ccccc1NC(=O)Cc1coc2cc(C)ccc12	-1.9	0.4	-16	8	10	-0.1	38	3	.

Remaining list, next part
Compound	FadD28 FP inh	PfHsp40 yeast	Anthrax LF prot	PrPC TRFRET	CCHF vOTU inh	BoNT A protease	Y pestis TopoI	BoNT F protease	TcdB GH inh
Cc1ccc(C(=O)Nc2ccc(N3CCN(C(=O)c4ccco4)CC3)cc2)cc1	-3.5	0.4	-2	-4	4	-0.4	10	-4	1.1
CC(NC(=O)CSc1nnc2n1CCCCC2)c1ccccc1Cl (stereo not drawn)	-2.8	0.5	8	-7	-1	0.0	7	0	1.1
COc1ccc(Cl)cc1NC(=O)CSc1nc(Nc2ccccc2)nc(N2CCOCC2)n1	.	1.1	-3	2	-4	3.0	8	7	-0.4
CN(Cc1cccs1)C(=O)c1cc(S(=O)(=O)N2CCOCC2)ccc1N1CCCC1	-1.3	-1.0	0	2	1	-0.2	21	-3	-0.9
Cc1cn2c(nc(=O)c3cccnc32)s1	-0.8	-0.1	-1	2	-30	-0.8	2	-11	.
CCN1C(=O)CC(N2CCOCC2)C1=O (stereo not drawn)	-2.9	-0.3	-4	1	6	1.8	-2	20	.
CN(CC(=O)Nc1cccc(F)c1)C(=O)c1ccc(C(=O)c2ccccc2)cc1	-1.1	0.7	-3	5	0	0.4	-5	-6	3.2
NNC(=O)c1ccc(COc2ccc([N+](=O)[O-])cc2)o1	-1.9	-0.5	.	-5	-7	.	11	.	0.6
Oc1c(Br)cc2oc3c(c2c1CNCc1ccccc1)CCCC3	1.2	-0.7	-4	-5	-11	0.7	-3	-22	.
CC(=O)OC(C#CCN1CCOCC1)c1ccccc1 (stereo not drawn)	0.8	-0.4	4	-5	-2	0.9	5	5	-0.7
Cc1cc(S(=O)(=O)NC(=O)[C@H]2O[C@@H](n3cnc4c(N)ncnc43)[C@H](O)[C@@H]2O)ccc1Br	-2.6	.	-9	1	-2	0.0	.	-9	0.7
COc1ccc(C(C)(C)C)cc1NS(=O)(=O)c1cccc2cccnc12	-4.3	0.5	0	7	4	-0.8	27	10	0.5

Random excerpt: two records from the list, in no set order.
Compound	FadD28 FP inh	PfHsp40 yeast	Anthrax LF prot	PrPC TRFRET	CCHF vOTU inh	BoNT A protease	Y pestis TopoI	BoNT F protease	TcdB GH inh
NNC(=O)c1ccc(COc2ccc([N+](=O)[O-])cc2)o1	-1.9	-0.5	.	-5	-7	.	11	.	0.6
COc1ccc(Cl)cc1NC(=O)CSc1nc(Nc2ccccc2)nc(N2CCOCC2)n1	.	1.1	-3	2	-4	3.0	8	7	-0.4
